PostGolgi ctrl – inhibits growth of the yeast control strain; efflux-deficient yeast background strain, growth absorbance A615, 16 h; inhibition, % at 10 µM; 5% of 98,000 active
PTK2B oligo ant – antagonists of human Pyk2 oligomerization; Q14289; Q293 cells, Pyk2 FERM NanoBiT luminescence; active compounds read low; z-score (the deposit names both 25 µM and 10 µM); 0.83% of 99,000 active; AID 1347419;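 active means Z-score of -3 or lower, scaled per plate to the spread of control and sample wells; inactive means z-score above -3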;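 further: negative z-score means lost luminescence so less FERM oligomerization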
PTPN22 act – increases human PTPN22 phosphatase activity; Q9Y2R2; recombinant LYP, DiFMUP fluorescence; 0 = plate median, 100 = signal doubled; activation, % at 2 µM; 0.11% of 96,000 active; AID 697;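 active means activation at 2 µM above a set limit, the mean plus 5 SD, cut at about 37% in these data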
CYP2C9 act – activators of human CYP2C9 | P11712 | activation factor at 5 µM | 1.4% of 96,000 active | recombinant CYP2C9, luciferin-H conversion, luminescence; active compounds read high; factor 1 = untreated enzyme, 0 = blocked | AID 1024;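 active means activation factor of 2 or more for CYP2C9 at a 5 µM dose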;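 further: 0 = sulfaphenazole-blocked wells and 1 = vehicle-only wells; values of inactives mirror those of a sister screen read the other way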
Target sequence (P11712 whole entry, looked up): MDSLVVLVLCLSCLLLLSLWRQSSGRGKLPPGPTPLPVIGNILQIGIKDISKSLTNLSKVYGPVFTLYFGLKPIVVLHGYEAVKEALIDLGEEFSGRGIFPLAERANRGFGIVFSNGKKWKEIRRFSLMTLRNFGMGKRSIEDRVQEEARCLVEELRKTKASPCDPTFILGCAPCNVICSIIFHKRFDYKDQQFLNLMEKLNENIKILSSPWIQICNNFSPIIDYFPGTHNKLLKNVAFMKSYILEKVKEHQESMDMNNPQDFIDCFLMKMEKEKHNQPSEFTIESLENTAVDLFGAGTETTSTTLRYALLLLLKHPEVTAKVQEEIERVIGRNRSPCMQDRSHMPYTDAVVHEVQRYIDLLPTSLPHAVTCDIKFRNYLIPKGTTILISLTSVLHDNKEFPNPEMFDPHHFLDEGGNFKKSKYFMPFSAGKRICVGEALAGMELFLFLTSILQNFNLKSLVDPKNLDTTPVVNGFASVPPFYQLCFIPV
PTPN22 inh 2 – blocks human PTPN22 phosphatase activity; Q9Y2R2; recombinant LYP catalytic domain, DiFMUP fluorescence; inhibition, % at 2 µM; 0.21% of 96,000 active; AID 640;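 active means inhibition at 2 µM at or above a set limit, the screen mean plus 3 SD, cut at about 24% in these data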;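 further: 0% = DMSO with enzyme and 100% = enzyme fully blocked by orthovanadate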
DAT uptake mod – human DAT dopamine uptake with cocaine, either direction | Q01959 | LLC-PK1 hDAT cells, [14C]-dopamine uptake with cocaine IC80; actives deviate in either direction | B-score at 10 µM | AID 449768 | 1.3% of 110,000 active;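 active means Z score or B-score, a plate-position-corrected score, falls beyond the plate's 99.7% confidence bounds, in either direction; inactive means both scores lie inside the 99.7% bounds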;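 further: scored against the spread of the other compound wells on the same plate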
Target sequence (Q01959 whole entry, looked up): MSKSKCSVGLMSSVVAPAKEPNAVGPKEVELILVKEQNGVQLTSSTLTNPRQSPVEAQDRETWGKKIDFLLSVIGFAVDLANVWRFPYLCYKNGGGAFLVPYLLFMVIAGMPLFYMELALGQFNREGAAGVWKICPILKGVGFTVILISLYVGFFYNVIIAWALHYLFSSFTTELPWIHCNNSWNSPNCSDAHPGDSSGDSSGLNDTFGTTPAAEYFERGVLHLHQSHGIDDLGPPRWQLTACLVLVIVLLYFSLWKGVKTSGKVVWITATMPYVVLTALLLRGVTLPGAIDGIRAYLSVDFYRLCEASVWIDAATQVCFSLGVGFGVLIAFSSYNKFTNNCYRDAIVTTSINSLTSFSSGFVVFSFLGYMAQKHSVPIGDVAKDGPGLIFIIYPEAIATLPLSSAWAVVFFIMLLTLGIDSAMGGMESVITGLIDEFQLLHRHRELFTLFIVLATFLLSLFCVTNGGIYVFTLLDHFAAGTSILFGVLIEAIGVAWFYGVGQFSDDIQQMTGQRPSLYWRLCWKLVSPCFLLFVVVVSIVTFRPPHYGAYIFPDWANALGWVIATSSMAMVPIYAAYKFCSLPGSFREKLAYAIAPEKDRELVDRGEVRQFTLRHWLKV
PostGolgi yeast – growth inhibition of a yeast mutant, post-Golgi transport screen. post-Golgi transport phenotypic cell assay. inhibition, % at 10 µM. 0.9% of 98,000 active;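 further: yeast cells grown in 1536-well plates; yeast grown about 18 h at 30C before absorbance read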
E coli WT exp – E. coli BW25113 growth inhibition, expanded screen. OD600 absorbance. growth inhibition, % at 100 µM. 0.15% of 98,000 active. AID 710;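 active means growth inhibition above about 50% at one test dose, limit read from the data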;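 further: growth measured after 20 h incubation at 37 °C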
CYP2C9 inh – inhibitors of human CYP2C9; P11712; CYP2C9 Supersomes, luciferin-H conversion, luminescence; inhibition, % at 5 µM; 20% of 96,000 active; AID 777;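 active means blocking of liver enzyme CYP2C9 beyond about 50% at 5 µM, limit read from the data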; further: values of inactives mirror those of a sister screen read the other way
* hit, by the source's call; . = not tested or not shown. Unless noted, no stated cut-off is given here; in the data, active means inhibition above about 30%; inactive means the rest.

SMILES	PostGolgi ctrl	PTK2B oligo ant	PTPN22 act	CYP2C9 act	PTPN22 inh 2	DAT uptake mod	PostGolgi yeast	E coli WT exp	CYP2C9 inh
O=S(=O)(/N=C(/Nc1cc(N2CCOCC2)ncn1)c1ccccc1)c1ccccc1	4	0.08	-1	0.9	-6	-0.3	-11	-9	6
O=C(CSc1nccc(=O)[nH]1)Nc1ccc(Br)c(Cl)c1	21	0.31	0	0.2	-3	-0.0074	4	-9	79*
Cc1cc(C)c(OCC(=O)N/N=C/c2ccco2)c(C)c1	20	1.8	3	1.2	0	-0.3	17	2	-18
CC1C(=NO)C(C)C(c2ccccc2)NC1c1ccccc1 (centres undefined)	8	0.09	3	0.7	-4	-0.8	-5	12	30
Cc1cc(NCCOCCO)n2ncc(-c3ccc(Cl)cc3)c2n1	29	-0.74	-5	0.7	-2	2.2	-6	14	28
CCc1nc(N)c(C#N)c(-c2ccc(F)cc2)c1C	-1	-0.16	5	1	-4	0.44	-2	-2	4
CCOP(=O)(OCC)c1nc(-c2cccc3ccccc23)oc1NCc1ccccc1	27	-0.95	-13	0.6	17	0.014	-2	-4	37
CCC1CCc2c(c3ccccc3[nH]c2=O)O1 (centres undefined)	30*	1.5	-9	0.8	12	.	-13	-1	16
COc1ccc(/C(O)=C2/C(=O)C(=O)N(CCN(C)C)C2c2ccc(OC)c(OC)c2)c(C)c1 (centres undefined)	5	1.8	-5	.	4	0.36	-1	1	.
Nc1nonc1C(=O)NCCNCc1c(OCc2ccccc2F)ccc2ccccc12	6	-0.63	-2	0.7	6	-0.83	-2	-7	35
CC(=O)Nc1cc(-c2ccccc2)ccc1O	29	1.3	1	1	-1	-0.55	-2	-4	4
Cc1ccc(NC(=O)Cc2nn(C)c(=O)c3ccccc23)cc1F	13	-1.1	1	0.6	1	-0.0042	1	-11	44
CCOC(=O)c1ccc(NC(=O)Cn2cccc2)cc1	9	-0.04	-7	0.7	6	0.54	-5	10	35
CCOc1ccc(C(=O)Nc2ccc3c(c2)OCO3)cc1OCC	-2	0.11	4	1.1	-6	0.091	-7	-7	-15
O=C1C(=C(c2ccccc2)c2ccccc2)Nc2ccccc21	17	-2.9	3	0.1	-2	1.2	-1	-17	89*
CC(C)C(=O)NC(NC(=S)NC1CCS(=O)(=O)C1)C(Cl)(Cl)Cl (centres undefined)	.	-0.41	-12	.	13	-2.2	.	.	.
CCc1ccc(C2=CC(c3cc(Br)ccc3F)n3ncnc3N2)cc1 (centres undefined)	.	-2	-7	.	5	0.65	.	.	.
CN1CCC(=NNC(=O)C(=O)NC2CCCC2)CC1	9	0.02	-7	1.1	6	.	-1	-4	-8
O=C(Nc1ccc2c(c1)OCO2)N1CCN(c2ncc(C(F)(F)F)cc2Cl)CC1	-2	-0.68	-1	0.8	2	-0.22	8	-9	23
Cc1cc(C)c(S(=O)(=O)Nc2cccnc2)c(C)c1	2	0.05	.	0.7	.	0.65	-5	0	26
CC(C)Oc1cc(NC(=O)CSCC(=O)Nc2cccc(C(F)(F)F)c2)c(Cl)cc1Cl	13	0.15	-2	0.8	4	0.32	5	-2	23
CCC(C)NC(=O)C1CCCN(C(=O)NC2CCCCC2)C1 (centres undefined)	7	0.77	2	0.8	-1	-1.1	1	3	20
COc1ccc(C(CNC(=O)c2cc(=O)[nH]c3ccccc23)N2CCCC2)cc1 (centres undefined)	3	0.09	3	0.9	-4	-0.078	2	8	11
CCOc1ccc2[nH]c(=O)c(CN(CC3COCCO3)C(=O)c3ccco3)cc2c1 (centres undefined)	.	0.95	.	1.1	.	0.63	.	.	-11
COc1ccc(-c2cc(C(F)(F)F)nc(N3CCN(c4ccc(F)cc4)CC3)n2)cc1OC	6	1.3	-5	1	8	.	-2	-6	-1
CN1CCN(C2=Cc3cc(Cl)ccc3Sc3cc(F)ccc32)CC1	.	-0.05	9	.	-9	0.27	.	.	.
COc1cc(C(=O)Nc2ccc(Br)cc2C(=O)c2cc(OC)c(OC)c(OC)c2)cc(OC)c1OC	7	1.3	-1	0.1	-1	-1.3	-2	3	93*
COc1ccc(OC)c(C(c2nnnn2C(C)(C)C)N2CCc3ccccc3C2)c1 (centres undefined)	20	-2.4	-1	0	2	0.65	2	-8	99*
CC(=O)C(Sc1nn(C)c(=S)s1)C(=O)Nc1ccccc1 (centres undefined)	2	0.31	9	0	-12	-1.2	11	0	96*
CCOC(=O)Cn1nc(-c2ccccc2)c2ccccc2c1=O	8	1.7	2	1.3	-1	0.18	-5	-12	-30
Cc1nc2nc(CSc3ccc(Cl)cc3)cc(=O)n2[nH]1	7	-0.24	-6	0.4	9	-0.66	-3	-17	55*
CSCCC(NC(=O)c1ccco1)C(=O)O (centres undefined)	14	-0.55	3	1.2	-4	0.028	-4	4	-18
Cn1cccc1Cc1nnc(SCC(=O)NC2CCCC2)n1CCc1ccccc1	13	.	0	0.9	-3	0.23	1	7	13
O=C(Nc1cccc(Br)c1)c1ccc(Cl)c(S(=O)(=O)N2CCOCC2)c1	.	-2.6	1	.	-1	0.16	.	.	.
CCCc1cc(-c2ccc(O)c(OCC)c2)c(C#N)c(N)n1	30	-2	.	0.2	.	-0.43	8	-16	82*
Cc1ccc2c(c1)N(CC(=O)N(Cc1ccccn1)Cc1ccco1)C(=O)C(C(C)C)O2 (centres undefined)	.	-0.37	6	.	-12	0.73	.	.	.
COc1ccc(N=NC2=C(O)CC(C)(C)CC2=O)cc1	14	-1.4	-4	1	6	-0.041	-1	-1	-3
Cn1nnnc1SCCNC/C=C/c1ccccc1	-4	0.04	0	0.9	-1	0.51	-6	12	8
O=C(NCc1cccnc1)c1ccc(=O)oc1	4	1.3	10	1	-8	0.41	-1	-3	-3
COc1ccc(C(=O)COC(=O)C(CC(C)C)N2C(=O)c3ccccc3C2=O)cc1 (centres undefined)	.	-0.28	17	.	-21	1.4	.	.	.

Entries listed so far that contain bromine, in the order listed:
SMILES	PostGolgi ctrl	PTK2B oligo ant	PTPN22 act	CYP2C9 act	PTPN22 inh 2	DAT uptake mod	PostGolgi yeast	E coli WT exp	CYP2C9 inh
O=C(CSc1nccc(=O)[nH]1)Nc1ccc(Br)c(Cl)c1	21	0.31	0	0.2	-3	-0.0074	4	-9	79*
CCc1ccc(C2=CC(c3cc(Br)ccc3F)n3ncnc3N2)cc1 (centres undefined)	.	-2	-7	.	5	0.65	.	.	.
COc1cc(C(=O)Nc2ccc(Br)cc2C(=O)c2cc(OC)c(OC)c(OC)c2)cc(OC)c1OC	7	1.3	-1	0.1	-1	-1.3	-2	3	93*
O=C(Nc1cccc(Br)c1)c1ccc(Cl)c(S(=O)(=O)N2CCOCC2)c1	.	-2.6	1	.	-1	0.16	.	.	.

(more compounds)
SMILES	PostGolgi ctrl	PTK2B oligo ant	PTPN22 act	CYP2C9 act	PTPN22 inh 2	DAT uptake mod	PostGolgi yeast	E coli WT exp	CYP2C9 inh
CCO/C=N/c1c(C#N)c2c(c(=S)n1C)COC(C)(C)C2	2	-0.39	0	0.5	-2	-0.45	0	-4	49
CCn1nc(C)c(Oc2ccccc2O)c1C	3	1.4	6	0.9	-8	-0.13	8	9	5
COc1ccccc1C(=O)NN1C(=O)C2C3C=CC(O3)C2C1=O (centres undefined)	4	-0.98	-4	1.2	8	0.041	-2	-2	-19
COc1cc2nc(SCC(=O)NCc3ccco3)n(Cc3ccc(Cl)cc3)c(=O)c2cc1OC	.	0.67	-7	.	11	3.8*	.	.	.
N#Cc1c(-c2ccccc2)nc(-c2ccccc2)[nH]c1=O	5	-0.98	12	0.9	-8	1.9	-8	-8	5
CCOC(=O)N1CCN(CC(O)COC(CC)c2ccccc2)CC1 (centres undefined)	5	-0.06	5	1	-7	-0.53	1	3	1
CCc1ccc(NC(=O)N(C2CCCCC2)C(C)c2cccnc2)cc1 (centres undefined)	95*	1.5	-11	0.8	11	0.55	107*	-6	16
OCC#CCSc1nnc(-c2ccc(Br)cc2)o1	-1	1.1	-6	0.8	5	-1.3	1	7	24
C=CCn1c(C2CC(=O)N(c3ccc(C)cc3)C2)nc2ccccc21 (centres undefined)	-2	-1.6	2	0.5	-5	1.3	8	-1	45
Cc1ccc(NC(=O)c2nnn(CC(=O)Nc3ccccc3)c2N)cc1C	7	-0.14	8	1	-11	-1.4	6	-5	4
Cc1nn(Cc2ccc(F)cc2)c(C)c1NC(=O)c1cc(-c2ccc3c(c2)OCO3)on1	17	.	7	1	-10	-0.83	-6	-6	-4
Cc1ccc(Sc2cnn(-c3ccccc3)c(=O)c2Cl)cc1	24	-0.27	-2	0.6	5	-0.44	-5	-7	44
Clc1ccc(Cl)c(OCc2cc(-c3ccccc3Cl)on2)c1	4	0.38	24	1.4	-19	-0.35	-2	-2	-41
O=C(NCc1ccco1)Nc1ccc(Br)cc1Cl	13	-0.36	0	0.5	4	0.24	-13	-6	53*
C/C(=N\NC(=O)CSc1nc2nc(C)cc(C)n2n1)c1ccccc1	-3	1.2	-2	1	4	0.55	9	7	-2
Cc1ccc(C(c2sc3nc(C)nn3c2O)N2CCOCC2)cc1 (centres undefined)	24	2.2	-2	1	1	-0.36	0	0	2
COc1ccccc1NC(=O)COC(=O)[C@@H]1CCCN1C(=O)c1cccs1	-11	1.9	-1	0.9	0	-0.58	1	-1	8
CCOC(=O)CCSc1nc(-c2ccccc2)cc(C(F)(F)F)n1	.	0.05	5	.	-6	0.28	.	.	.
COc1cc(C2C(C(=O)c3ccco3)=C(O)C(=O)N2CCc2ccccc2)ccc1O (centres undefined)	28	-0.51	.	0.5	.	-3.3*	8	7	54*
CCSc1nnc(C)n1-c1ccc(C(=O)O)cc1	14	0.17	7	1.2	-7	-0.39	11	-6	-18
Cc1cc(=O)[nH]c(SCc2nc3ncccn3c2Br)n1	1	0.54	-8	1	6	-0.062	12	-5	-3
CC(=O)Oc1ccc(NC(=O)Cc2ccccc2)cc1	10	-0.43	-8	0.8	8	-0.88	-1	13	21
Cc1cc(C)n(Cc2ccc(C(=O)O)o2)n1	0	0.42	-1	1.1	0	1.3	1	-3	-10
CCOc1[nH]n(-c2ccc(Cl)cc2)c(=O)c1C=Nc1ccc(OC)cc1	3	0.38	5	0.9	-1	0.5	-1	-12	6
CCOC(=O)N1CCN(S(=O)(=O)c2ccc(C(=O)Nc3sc4c(c3C#N)CCC4)cc2)CC1	4	0.28	18	0.3	-22	.	-4	-11	75*
CC(=O)C1=C(Nc2ccc(C)cc2)CC(C)(O)C(C(C)=O)C1c1ccco1 (centres undefined)	1	-0.01	13	0.8	-10	-0.74	-8	-2	22
CC1=CS/C(=C(/C#N)C(=O)N2CCOCC2)N1c1ccccc1	1	0.04	6	1	-8	0.12	-8	-5	-1
Cc1[nH]n(-c2ccc(F)cc2)c(=O)c1/C=N/c1sc2c(c1C#N)CCCC2	13	0.19	2	0.5	-2	-2	-3	-6	48
COCCN(C(=O)Cc1cccs1)C(C(=O)NCc1ccc(OC)cc1)c1ccc(C)cc1 (centres undefined)	14	-0.37	-1	0.7	4	-0.26	-2	-6	27
CSCCC(NC(=O)c1cc(C)oc1C)C(=O)O (centres undefined)	16	1.6	3	1.1	-6	-1.8	12	1	-14
COc1ccc(C(c2sc3nc(C)nn3c2O)N2CC(C)OC(C)C2)cc1OC (centres undefined)	5	.	.	.	.	0.86	2	4	.
COc1ccc(CCNC(=O)c2nnn(-c3ccc4c(c3)OCCO4)c2N)cc1OC	6	0.02	7	0.5	-12	0.056	-7	-8	49
Cc1ccc(S(=O)(=O)N2CCC(C(=O)N[C@@H](C)C(=O)Nc3ccc4c(c3)OCO4)CC2)cc1	-2	2.2	0	0.7	-1	-1.4	16	-2	28
COc1ccc(-n2c(Cc3cccn3C)nnc2SCC(=O)Nc2ccccc2F)cc1	9	.	.	0.7	.	0.6	9	3	33
Cc1sccc1C1C(C#N)=C(N)SC(N)=C1C#N	6	.	14	1.4	-14	.	2	0	-38
O=C(CSCC(=O)OCn1nnc2ccccc2c1=O)Nc1ccc(Cl)cc1	32*	0.26	-8	0.7	9	.	0	3	26
Cn1c(=O)cc(OCC(=O)NCc2cccnc2)c2ccccc21	2	0.29	-5	1.1	5	-0.0073	-6	5	-10

Bioassay records from PubChem BioAssay.
